RGS4 inh: Inhibitors of Regulator of G Protein Signaling (RGS) 4: qHTS; Transcreener GDP fluorescence polarization, RGS4-accelerated GTP hydrolysis; Potency, µM (doses to about 114 µM), without a hit: at the highest dose activity change, negative = inhibition, actives largely listed as inhibitors; 390,000 compounds, 0.039% hits; AID 504845, 2011; note: potency is the fitted concentration of half-maximal effect; % is set by controls: 0 for no effect and ±100 for the full control effect; nearly all actives have a fitted effect of over 75% in size; some results filed as inactive show a strong effect at the top dose
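MLSMR compounds (23 nl, pin-transferred) preincubated 10 min at room temperature with a 500nM (2x) first reagent, then RGS4 at 900nM (2x) plus Transcreener GDP mix added; fluorescence polarization (620/688 nm) read before and after 90 min at 30 °C.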
rTrxR1 inhibitor: qHTS Assay for Inhibitors of Mammalian Selenoprotein Thioredoxin Reductase 1 (TrxR1): qHTS; Thioredoxin reductase 1, cytoplasmic (Rattus norvegicus), O89049; recombinant rTrxR1, NADPH fluorescence consumption, selenite substrate; Potency, µM (top dose mostly 114 µM), for the others: at the top dose activity change, negative = inhibition, usual class: inhibitors; 390,000 compounds, 1% hits; AID 588453, 2011; note: potency is the fitted concentration of half-maximal effect; % is set by controls: 0 for no effect and ±100 for the full control effect; nearly all actives have a fitted effect of over 65% in size
Target sequence (O89049 whole entry, looked up): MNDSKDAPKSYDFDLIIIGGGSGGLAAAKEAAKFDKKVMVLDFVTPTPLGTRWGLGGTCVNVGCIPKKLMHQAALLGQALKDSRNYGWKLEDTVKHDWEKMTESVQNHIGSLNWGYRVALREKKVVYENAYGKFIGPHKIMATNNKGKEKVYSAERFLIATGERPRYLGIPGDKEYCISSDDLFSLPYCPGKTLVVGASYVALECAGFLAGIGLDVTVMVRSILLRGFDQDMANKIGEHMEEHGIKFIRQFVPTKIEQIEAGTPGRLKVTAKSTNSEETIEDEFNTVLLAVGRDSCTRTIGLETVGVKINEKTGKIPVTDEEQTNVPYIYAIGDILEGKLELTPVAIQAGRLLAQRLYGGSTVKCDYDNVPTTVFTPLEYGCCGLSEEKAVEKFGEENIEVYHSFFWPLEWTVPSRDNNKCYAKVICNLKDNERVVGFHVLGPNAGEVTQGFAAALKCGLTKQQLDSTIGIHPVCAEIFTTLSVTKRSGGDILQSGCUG
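Rat TrxR1 (90 nM in the dispensed reagent) was pre-reduced with 400 uM NADPH for 5 min at room temperature, then incubated with compound for 15 min. After 400 uM selenite was added, NADPH fluorescence (Ex 340/Em 450 nm) was followed for 8 min.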
Vif-APOBEC3G blk: qHTS for Inhibitors of Vif-A3G Interactions: qHTS; DNA dC->dU-editing enzyme APOBEC-3G (Homo sapiens), Q9HC16; HeLa A3G-eYFP + Vif (tagged APOBEC3G with the HIV-1 protein that degrades it), YFP fluorescence, overnight; Potency, µM (titrated, usually from 46.1 µM), without a hit: at the highest dose activity, negative = active, most hits filed as inhibitors; 410,000 compounds, 0.076% hits; AID 602310, 2012;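 note: potency is the fitted concentration of half-maximal effect; % is set by controls: 0 for no effect and ±100 for the full control effect; nearly all actives have a fitted effect of over 60% in size; hits raise eYFP signal because A3G escapes Vif-driven loss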
Target sequence (Q9HC16 whole entry, looked up): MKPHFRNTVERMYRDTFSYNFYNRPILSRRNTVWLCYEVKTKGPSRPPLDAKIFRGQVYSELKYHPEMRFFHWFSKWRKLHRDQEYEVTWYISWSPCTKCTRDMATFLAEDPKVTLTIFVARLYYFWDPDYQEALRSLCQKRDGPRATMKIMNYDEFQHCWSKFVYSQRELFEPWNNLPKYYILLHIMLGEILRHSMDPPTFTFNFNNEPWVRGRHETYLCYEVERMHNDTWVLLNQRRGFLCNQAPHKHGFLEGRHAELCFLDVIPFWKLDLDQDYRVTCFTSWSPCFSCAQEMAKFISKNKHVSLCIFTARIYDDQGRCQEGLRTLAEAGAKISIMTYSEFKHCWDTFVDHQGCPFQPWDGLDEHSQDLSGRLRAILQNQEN
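HeLa cells stably expressing Vif and C-terminally eYFP-tagged A3G, seeded overnight at 37 deg C, then exposed to compound by pintool overnight at 37 deg C. Rise in yellow fluorescence (Ex 488/Em 500-530, Acumen) marks blocked Vif-driven A3G degradation.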
TrxR1 substrate: qHTS Assay for Substrates of Mammalian Selenoprotein Thioredoxin Reductase 1 (TrxR1): qHTS. purified TrxR1 substrate turnover, NADPH consumption readout. Thioredoxin reductase 1, cytoplasmic (Rattus norvegicus), O89049. Potency, µM (series often up to 114 µM), without a hit: at the top dose activity change, negative = substrate turnover. 390,000 compounds, 0.01% hits. AID 588456, 2011; note: potency is the fitted concentration of half-maximal effect; % is set by controls: 0 for no effect and ±100 for the full control effect; nearly all actives have a fitted effect of over 50% in size
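Rat TrxR1, dispensed at 90 nM, was prereduced with 400 uM NADPH (final) for 5 min at ~22 deg C, then incubated with compound 15 min before 400 uM selenite. A first-read NADPH fluorescence drop versus no-compound background flagged substrates.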
Glioma ERSR ind: qHTS for Inducers of the Endoplasmic Reticulum Stress Response (ERSR) in Human Glioma: qHTS; U87-MG GRP78 promoter luciferase reporter, 16 h; Potency, µM, for the others: top-dose activation, usual class: activators; 420,000 compounds, 0.02% hits; AID 602332, 2012; note: potency is the fitted concentration of half-maximal effect; series mostly up to about 76 µM; % of control where 0% means no effect; nearly all actives have a fitted effect of over 35% in size
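ERSR induction read as luciferase luminescence (Bright-Glo, 10 min at room temperature) in stably transfected human U87-MG glioma cells exposed to compounds for 16 h, using GRP78 as sensor.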
USP1 inh: Inhibitors of USP1/UAF1: Primary Screen; Potency, µM (highest dose often 57.1 µM), without a hit: at the highest dose activity change, negative = inhibition, hits mostly inhibitors; recombinant USP1/UAF1, Ub-Rhodamine cleavage fluorescence; 390,000 compounds, 0.23% hits; Ubiquitin carboxyl-terminal hydrolase 1 (Homo sapiens), O94782; note: potency is the fitted concentration of half-maximal effect; % is set by controls: 0 for no effect and ±100 for the full control effect; nearly all actives have a fitted effect of over 60% in size; inactives centre near -12
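1 nM enzyme complex + cpd, 15 min RT; start with Ub-Rho 150nM final; kinetic fluorescence ex 480/em 540, 6 reads q60 s. Buffer 50mM HEPES pH 7.8, 0.5mM EDTA, 0.1 mg/ml BSA, 1mM TCEP, 0.01% Tween-20.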
LDHA inh: qHTS assay for inhibitors of human lactate dehydrogenase. purified LDHA, NADH/diaphorase-resazurin fluorescence; active compounds read low. AID 1347041, 2019. 480,000 compounds, 0.15% hits. activity change, % (values are at about 110 or 230 µM). L-lactate dehydrogenase A chain (Homo sapiens), P00338; in the data active = activity change below about -30%; inconclusive = mostly about -25% to -30%;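 note: plate controls were DMSO wells for no effect and wells without enzyme for full effect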
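Human LDH5 at 2 nM final in Tris HCl pH 7.4 with 0.06 mM NADH and 0.2 mM pyruvate, reacted 5 minutes at room temperature. Remaining NADH coupled via diaphorase/resazurin; resorufin fluorescence read at 0 and 20 minutes, normalized to enzyme-free and DMSO wells.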
Vif-APOBEC3F blk: qHTS for Inhibitors of Vif-A3F Interactions: qHTS; HeLa A3F-eYFP + Vif (tagged APOBEC3F with the HIV-1 protein that degrades it), YFP fluorescence increase; Potency, µM (series often up to 46.1 µM), for the others: top-dose activity, negative = active; 390,000 compounds, 0.2% hits; AID 602313, 2012; note: potency is the fitted concentration of half-maximal effect; % of control where 0% means no effect; nearly all actives have a fitted effect of over 65% in size
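HeLa cells stably expressing A3F-eYFP plus Vif, plated and incubated overnight at 37 deg C, then exposed to compounds overnight at 37 deg C. Blocked degradation read as raised yellow fluorescence (Ex 488/Em 500-530).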
mIDH1 inhibitor: qHTS for Inhibitors of mutant isocitrate dehydrogenase 1 (IDH1): qHTS | Isocitrate dehydrogenase [NADP] cytoplasmic (Homo sapiens), O75874 | IDH1-R132H enzyme, NADPH consumption, diaphorase/resazurin fluorescence | Potency, µM (highest dose often 76.6 µM), inactives show at the highest dose activity change, negative = inhibition, most hits filed as inhibitors | 390,000 compounds, 0.093% hits | AID 602179, 2012; note: potency is the fitted concentration of half-maximal effect; % is set by controls: 0 for no effect and ±100 for the full control effect; nearly all actives have a fitted effect of over 65% in size
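IDH1-R132H (0.5 ug/mL) preincubated 30 min with compound, then NADPH (0.016 mM) and alpha-KG (2 mM) added; 80 min at RT, pH 7.5. Remaining NADPH coupled via diaphorase/resazurin to fluorescence (540/590 nm); concentration-response curves normalized to no-enzyme control.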
* hit, by the source's call; ? = inconclusive; & = joins results of further samples; [ ] = dose if it differs, or a comment. Unless noted, calls come from the whole dose curve; as a rule, active = well fitted curve in the direction sought with a large enough effect; inconclusive = small, poorly fitted or top-dose-only effect, or another doubt; inactive = no such curve, though single readings can be large; an effect the other way counts as inactive or inconclusive. An excerpt; the hit share may differ from the screen's.

structure	RGS4 inh	rTrxR1 inhibitor	Vif-APOBEC3G blk	TrxR1 substrate	Glioma ERSR ind	USP1 inh	LDHA inh	Vif-APOBEC3F blk	mIDH1 inhibitor
Cc1nn(-c2ccccc2)c(C)c1C(=O)OCC(=O)NC(=O)NC1CCCC1	-7%	14%	-5%	-4%	6%	-18%	-9	0%	9%
Cc1nn(-c2ccc(N3CCCCC3)nn2)c(C)c1CCC(=O)NCc1ccc(F)cc1	-2%	15%[57.1 µM]	0%	2%[57.1 µM]	-1%	15%	1	-7%	-6%
CC(=O)Nc1ccc(OCC(O)Cn2cncn2)cc1 (stereo unspecified)	-1%	9%[57.1 µM]	0%	10%[57.1 µM]	-3%	-6%	-2	-4%	1%
Cc1ccc(NS(=O)(=O)c2ccc3[nH]c(=O)[nH]c3c2)c(C)c1	-6%	-2%	-2%	4%	-2%	-9%	4	-3%	0%
Cc1ccc(C(C)C)c(OCC(=O)NC2CCN(C)CC2)c1	31%	-11%	3%	-9%	-5%	-10%	-3	2%	7%
Cc1nc(NC(=O)C2CC2)sc1C	11%	15%	-1%	2%	-2%	-2%	-4	8%	6%
COc1ccc(OC)c(-n2cnc3cc(C(=O)NC4CCCCCC4)ccc32)c1	-35%	15%[57.1 µM]	0%	-7%[57.1 µM]	0%	-15%	0	1%	-10%
O=C(Nc1cc(Cl)ccc1Cl)Nn1cnnc1	-16%	18%	2%	3%	-3%	-16%	-11	1%	0%
NC(=O)COC(=O)CC(NC(N)=O)c1ccc(Cl)cc1 (stereo unspecified)	-7%	11%	3%	3%	0%	-3%	-1	6%	1%
COCCOC(=O)c1c(C)n(C)c2ccc(OC(=O)c3ccccc3OC)cc12	-50%	31%	2%	0%	10%	-19%	-1	11%	16%
O=C(C[C@H]1C/C=C\C[C@@H](Cc2ccc(F)cc2)C(=O)OC[C@@H](Cc2c[nH]c3ccccc23)NC1=O)NCCO	-2%	25%	-5%	8%[57.1 µM]	0%	?	-7	-3%	23%
O=C(OCC(=O)N1CCc2ccccc21)c1c2c(nc3ccccc13)CCCC2	4%	-17%	-9%	-6%	-4%	-14%	-1	-4%	2%
Cc1cc(O)c(-c2ccnc3cc(-c4ccccc4)nn23)cc1Cl	2%	-5%	3%	-5%	12%	-4%	-1	-1%	-4%
COc1ccc(C2CC(c3cccc(C)c3)n3nc(N)nc3N2)cc1 (stereo unspecified)	7%	-30%	-3%	2%	1%	-15%	-15	-3%	-12%
O=C(NCc1nnc(SCC(=O)N2CCCc3ccccc32)o1)c1ccco1	1%[11.4 µM]	17%	2%	1%	-3%	-20%	0	2%	0%
CCC(C)N(NC(C)=O)c1nc(Cl)nc(NC(C)C)n1 (stereo unspecified)	22%	6%[57.1 µM]	0%	7%[57.1 µM]	-3%	-8%	-5	2%	3%
CCOC(=O)CNC(=O)CC(c1cc(OC)c(OC)c(OC)c1)N1Cc2ccccc2C1=O (stereo unspecified)	20%	16%	-1%	4%	-4%	-22%	-2	-7%	-6%
Cc1cccc(NC(=O)C2(C)CC3c4ccccc4C2c2ccccc23)c1 (stereo unspecified)	-5%	15%	-3%	1%	-7%	-11%	3	0%	1%
Cc1cc(NC(=O)C2CCCO2)ccc1Br (stereo unspecified)	26%	-7%[57.1 µM]	5%	5%[57.1 µM]	3%	-4%	-4	9%	-1%
CCn1c(Cc2ccccc2)nnc1SCC(=O)NC(C)(C)C	2%	20%	1%	9%	-5%	-13%	-7	0%	-1%
Cc1cc2ccccn2c1C(=O)c1nc(NCc2ccccc2)ncc1Cl	-15%	7%&10%	10%&-2%	-4%&-3%	-1%&-3%	-19%	0&-2	-9%	11%
CC1=CC=CC2=N/C(=N\S(=O)(=O)c3ccc(F)cc3F)c3ccccc3CN12	-14%	28%	-8%	3%	2%	-20%	-5	0%	-14%
Cc1cccc(Nc2nc(-c3c(C)nc4ccccn34)cs2)c1	-52%	7%	?	16%[57.1 µM]	4%	-11%	10	-10%	-2%
CN1C(=O)/C(=C/c2ccc3c(c2)OCO3)N=C1c1ccccc1	7%	4%	0%	3%	1%	-17%	-2	-8%	4%
O=c1[nH]c(SCCOc2ccccc2)nc2ccccc12	-4%	10%[57.1 µM]	1%	5%[57.1 µM]	5%	-5%	-8	-14%	4%

New compounds follow:
structure	RGS4 inh	rTrxR1 inhibitor	Vif-APOBEC3G blk	TrxR1 substrate	Glioma ERSR ind	USP1 inh	LDHA inh	Vif-APOBEC3F blk	mIDH1 inhibitor
CCCc1ccccc1OCCNS(=O)(=O)c1cc2c(cc1C)OCC(=O)N2	0%	-1%[57.1 µM]	1%	3%[57.1 µM]	-4%	-21%	2	-8%	5%
CCC(C)(C)C1CCC(NC(=O)c2ccc(S(=O)(=O)N3CCOCC3)cc2)CC1 (stereo unspecified)	11%	29%	-10%	-1%	-3%	-11%	-5	1%	-17%
O=C(CCCc1ccccc1)Nc1nccs1	0%	3%[57.1 µM]	-1%	-1%[57.1 µM]	0%	-16%	1	-2%	4%
CCOC(=O)c1c(C)[nH]c(C)c1C(=O)COC(=O)c1cccnc1OCC	-17%	4%	1%	1%	-3%	-17%	0	1%	3%
Cc1ccccc1NC(=S)N1CCN(C(=O)c2ccco2)CC1	-1%	5%	-2%	4%	-5%	-1%	0	1%	4%
COc1ccc(C(=O)O)cc1S(=O)(=O)Nc1ccc(N2CCCCC2)cc1	-23%	24%	3%	9%	-6%	?	11	?	0%
CCc1cc(C(=O)NNC(=S)Nc2cccc(C)c2)cs1	-52%	-26%	-5%	-6%	9%	-19%	-1	7%	2%
CCS(=O)(=O)N1CCCC(C(=O)NCCCOC)C1 (stereo unspecified)	6%	15%	0%	8%	-10%	-2%	-5	2%	2%
Cc1cccc(N(C)S(=O)(=O)c2nnc(NC(=O)c3cccs3)s2)c1	6%	18%	1%	3%	-1%	-10%	-7	2%	-6%
CCc1nc2ccc(C(=O)N3CCN(c4cccc(C)c4C)CC3)cc2nc1CC	-47%[56.9 µM]	20%&0%[57.1 µM]	6%&-4%	-12%&-9%[57.1 µM]	-1%&-4%	?	0&-8	5%&-2%	5%&-18%
Cc1cc(C(=O)N/N=C/c2ccc(-c3ccc([N+](=O)[O-])cc3Cl)o2)n[nH]1	-19%[56.9 µM]	-12%	0%	-6%	0%	23%	-2	?	5%
Cc1cc(N/N=C/c2ccc(N(C)C)cc2)c2ccccc2n1	-22%	2%	-1%	106%[activator]	7%	-17%	0	-25%	-2%
Cc1ccc(S(=O)(=O)N2CCN(C(=O)C3CCCO3)CC2)cc1 (stereo unspecified)	24%	31%	9%	8%	-4%	-8%	-12	-10%	-15%
CCN(C(=O)CSc1cc(-c2ccccc2)c2ccc(OC)cc2n1)C1CCS(=O)(=O)C1 (stereo unspecified)	-34%	4%	1%	6%	0%	-8%	3	5%	0%
CC(Sc1nnc(Nc2ccccc2F)s1)C(=O)NC1CC1 (stereo unspecified)	-14%	12%	0%	-4%	7%	-16%	1	6%	-1%
O=S(=O)(c1ccc(Br)s1)N1CCNCC1	24%[11.4 µM]	-8%	3%	1%	-2%	4%	-4	0%	0%
COC(=O)c1cccc(Cn2nnc3ccccc3c2=O)c1	15%	2%[57.1 µM]	0%	-1%[57.1 µM]	-5%	-3%	-4	-14%	0%
Nc1c(C(=O)NC2CC2)sc2nc3c(c(-c4ccco4)c12)CC/C3=C/c1ccco1	?	?	?	-13%	-2%	28µM*	7	?	-3%
Cc1ccc(OCC(=O)NC(=S)Nc2cccc(C)n2)cc1	-14%	-4%[57.1 µM]	2%	1%[57.1 µM]	-2%	-2%	-5	4%	1%
OCCNc1nc(SCc2ccccc2)nc2sc3c(c12)CCC3	?	13%	-6%	-3%	1%	-9%	0	-9%	3%
CC(=O)Nc1cc(C(=O)O)ccc1S(=O)(=O)c1ccc(Cl)cc1	-19%	9%	5%	-5%	-3%	-8%	-4	5%	7%

Screening results from PubChem.
